NCI-60 one-dose screen, 48 h, at 10 µM unless noted. Numbers give growth in % (100 = growth as untreated, 0 = no growth, -100 = all killed).
HT29 = HT29 colon cancer; actives 7.4% (n = 81,000); AID 1794748
UO-31 = UO-31 renal cancer | actives 5.2% (n = 81,000) | AID 1794768
SN12C = SN12C renal cancer cells; actives 3.8% (n = 81,000); AID 1794767
786-0 = 786-0 renal cancer cells; actives 5.1% (n = 81,000)
HCC-2998 = HCC-2998 colon cancer; actives 4.7% (n = 79,000); AID 1794799
HCT-116 = HCT-116 colon cancer. actives 7.3% (n = 82,000). AID 1794798
SW-620 = SW-620 colon cancer. actives 5.2% (n = 82,000)
TK-10 = TK-10 renal cancer cells; actives 3.9% (n = 81,000); AID 1794769
HCT-15 = HCT-15 colon cancer. actives 5.2% (n = 82,000)
* = called active by the depositor; · = not tested or not shown; & = joins results of further samples. Rule for the calls: active = growth percent below 10; inactive = the rest. Rows are unselected. Share with any hit: about 12%.

Every second line gives: HT29	UO-31	SN12C	786-0	HCC-2998	HCT-116	SW-620	TK-10	HCT-15
(1) CC1=NN(c2ccc(S(=O)(=O)O)cc2)C(=O)C1N=Nc1ccc(-c2ccc(N=Nc3ccc(OS(=O)(=O)c4ccc(C)cc4)cc3)c(S(=O)(=O)O)c2)cc1 (stereo not given)
 : 93	70	94	90	104	94	103	97	83
(2) CCC(=O)Nc1ncnc2nc[nH]c12
 : 103	98	99	102	104	101	102	98	97
(3) N=c1c(S(=O)(=O)c2ccccc2)cc2c(=O)n3ccccc3nc2n1C1CCCC1
 : 117	51	87	81	103	91	99	83	86
(4) CCCCCCCCN(CCO)CCCCCCCC
 : 103	80	104	101	114	104	101	109	·
(5) C#Cc1nc(/C=C/CCCCCCC(=O)NO)cs1
 : 54	-93*	90	-88*	108	20	29	32	77
(6) CC(=O)c1ccccc1O
 : 111&99&107	68&91&80	99&104&98	101&103&104	97&102&100	101&93&98	113&105&103	96&96&104	223&105&112
(7) O=S(=O)(c1ccccc1)c1no[n+]([O-])c1-c1ccncc1
 : 109	91	96	100	97	111	101	95	101
(8) C/C(=C(/c1ccccc1)c1ccc(N2C(=O)c3cccc4c(Nc5ncccn5)ccc(c34)C2=O)cc1)c1ccccc1
 : 100	60	94	104	112	94	104	150	104
(9) Cc1cc(O)c(C=NC(=S)c2ccncc2)c(=O)o1
 : 103	94	107	97	110	95	111	104	98
(10) Nc1nc2c(F)c(F)c(F)c(F)c2s1
 : 104	91	113	85	116	113	106	101	102
(11) Cc1ncc(CSSCc2cnc(C)c(O)c2CO)c(CO)c1O
 : 117	84	97	108	107	108	101	110	102
(12) CCCSc1ccc2nc(NC(=O)OCC3(C)COC3)[nH]c2c1
 : 105	89	106	101	94	91	82	101	73
(13) COc1ccc(CNc2c3ccccc3nc3ccccc23)cc1OC
 : 4.4*	12	22	25	30	12	16	32	10
(14) COc1ccc(Nc2nn3c(SCC(=O)c4ccc(OC)cc4)nnc3s2)cc1
 : 109	76	109	95	116	99	103	119	100
(15) CCCCCCCCCCCCCC(N)=O
 : 107	94	104	105	102	107	104	106	105
(16) COC(CC(F)F)c1ccc2ccccc2c1 (stereo not given)
 : 104	88	96	106	109	100	101	106	106
(17) O=C(COc1ccc(/C=C2\C(=O)Nc3cc(Cl)ccc32)cc1)Nc1ccccc1
 : 107	69	104	105	113	98	101	117	108
(18) NS(=O)(=O)c1ccc(Nc2ccnc(SCC(=O)c3ccc(F)cc3)n2)cc1
 : 109	71	99	102	107	87	105	106	103
(19) COc1ccccc1N=NC(C#N)C(N)=O (stereo not given)
 : 100	109	111	94	104	105	98	114	101
(20) CCCCCCCCNc1ncnc2c1ncn2Cc1nnc2c3ccccc3c(Cl)nn12
 : 44	24	30	48	76	31	57	44	33
(21) CCOC(=O)N(Cc1ccccc1)c1ccccc1
 : 110	96	102	101	97	110	106	109	115
(22) CC(C)(C)OC(=O)NCC(=O)NCC(=O)NCC(=O)OCc1ccccc1
 : 105	86	102	102	109	109	99	92	98
(23) NS(=O)(=O)c1ccc(-n2cc(-c3cccc(NC(=O)c4cc(N5CCOCC5)cc(C(F)(F)F)c4)c3)nn2)cc1
 : 103	80	35	45	88	87	105	86	105
(24) COc1ccccc1CNC(=O)C1CSC2(C)c3ccccc3C(=O)N12 (stereo not given)
 : 79	95	107	105	109	100	104	92	98
(25) O=C(O)c1cccc(C(=O)O)c1C(=O)O
 : 104	92	102	100	110	100	·	99	100
(26) COc1cc(/C=C/C(=O)c2ccc(Nc3nc(Nc4ccc(F)cc4)nc(Nc4ccc(Cl)cc4)n3)cc2)cc(OC)c1OC
 : 3.8*	42	70	66	-1.5*	23	35	74	55
(27) C=C1C[C@@H](c2cccc(C)c2C)O[C@H]2C[C@@H](C)CC[C@H]12
 : 98	90	·	102	101	94	108	103	97
(28) Cc1ccccc1CNc1c2ccccc2nc2ccccc12
 : 8.9*	15	24	24	16	7.9*	14	39	15
(29) O=C(O)c1ccc(C(=O)c2ccccc2)cc1
 : 83	95	99	96	95	101	103	91	98
(30) COc1ccc(C2=Nc3c/c(=C\c4c(O)[nH]c5ccc(Cl)cc45)ccc3=N2)cc1
 : -14*	59	73	44	35	34	6.0*	82	22

Taken from above.
Cc1ncc(CSSCc2cnc(C)c(O)c2CO)c(CO)c1O @ SN12C = 97
CCCCCCCCN(CCO)CCCCCCCC @ SW-620 = 101

Next section.
Every second line gives: HT29	UO-31	SN12C	786-0	HCC-2998	HCT-116	SW-620	TK-10	HCT-15
(31) CCCCC[C@@H]1C/C=C(\C)[C@@H](O)C(C)(C)C(=O)[C@@H](C)/C=C(\C)[C@@H]2C[C@H](O)C[C@](O)(CC(=O)O1)O2
 : 50	20	77	66	57	43	47	55	38
(32) NC(=O)C1(c2ccccc2)OC(=O)c2ccccc21 (stereo not given)
 : 95	88	·	98	104	101	102	92	100
(33) COc1cc(-c2cc(-c3nc4ccc(F)cc4[nH]3)[nH]n2)cc(OC)c1OC
 : 69	26	34	54	67	31	52	64	24
(34) CC(C)N(C(=O)c1ccc(Cl)cc1)C(C)C
 : 86	83	98	100	96	93	105	91	109
(35) COc1ccc(-c2cc(-c3nnc(SCC(=O)Nc4ccc(C(C)=O)cc4)n3-c3ccccc3)c3ccccc3n2)cc1
 : 95	89	93	89	107	75	109	108	97
(36) COc1ccc(C2C=C(c3cc(OC)c(OC)c(OC)c3)N=C3SC=C(C)N32)c(Br)c1 (stereo not given)
 : 101	80	99	105	109	92	104	94	94
(37) Nc1ncnc2c1N=C(c1ccccc1)CC(c1cccc(Nc3ccnc4cc(Cl)ccc34)c1)N2 (stereo not given)
 : 101	90	106	90	98	94	93	104	100
(38) C=CCNC(=S)NNC(=S)N/N=C/c1cc(OC)c(OC)c(OC)c1
 : 108	67	92	101	112	95	105	142	98
(39) COc1ccc(/C(C)=C(\c2ccc(OCCN3CCOCC3)cc2)c2ccc(OC(=O)c3ccccc3)cc2)cc1
 : 76	69	103	94	97	89	100	94	84
(40) CCOC(=O)c1sc(Nc2ccc(OC)cc2)nc1C
 : 45	95	·	98	·	60	68	82	71
(41) CCOC(=O)C1=C(C)NC(SCc2nc(C)c(C)nc2C)N=C1c1ccccc1Cl (stereo not given)
 : 104	84	92	102	106	102	104	106	91
(42) NS(=O)(=O)c1ccc(CCn2c(SCC(=O)N/N=C/c3ccc(F)cc3)nc3ccccc3c2=O)cc1
 : 106	88	108	90	110	79	101	98	97
(43) COC(=O)c1ccc(=O)c2nc3/c(=C/O)c(O)cc(=O)c3[nH]c12
 : 29	5.3*	-5.8*	12	25	-19*	29	48	10
(44) CCOC(=O)c1cn2ncnc(Oc3ccc(NC(=O)NC4CCCCC4)c(Cl)c3)c2c1C
 : 82	79	73	82	95	81	82	111	69
(45) CC/C(=C(/c1ccc(Cl)cc1)c1ccc(OCCN2CCCCC2)cc1)c1ccc(OC)cc1
 : 12	66	75	52	71	47	39	81	18
(46) Cc1nn(-c2ccc(Cl)cc2)c2nc3c(nc12)c(=O)oc1ccccc13
 : 100	101	101	98	98	105	104	107	103
(47) Cc1oc2ncnc(Nc3cccc(Cl)c3)c2c1CO
 : 90	57	89	78	93	82	93	65	67
(48) Clc1ccc2cc(-c3nc4ccccc4[nH]3)c(Cl)nc2c1
 : 102	56	95	112	98	104	97	117	96
(49) CC1CCc2c(sc3nc(SCC(=O)NN)n(-c4ccccc4)c(=O)c23)C1 (stereo not given)
 : 98	79	97	94	101	88	97	101	98
(50) COC(=O)c1ccc(C(=O)OC)c2nn3c(N)nnc3nc12
 : 105	81	101	104	106	116	105	153	117
(51) CC1(C)CC[C@]2(CO)CC[C@]3(C)C(=CC[C@@H]4[C@@]5(C)CCNCC(C)(C)[C@@H]5CC[C@]43C)[C@@H]2C1
 : 12	75	81	85	-61*	55	21	95	6.0*
(52) Nc1c(O)ccc2ccccc12
 : 115	75	111	110	107	95	99	118	102
(53) O=C1CC[C@H](NC(=O)OCc2ccccc2)C(=O)O1
 : 114	82	100	94	103	99	103	92	106
(54) Cc1cccc(C)c1NC(=O)CSC(=S)n1cnc2ccccc21
 : 101	86	109	98	102	99	109	100	98
(55) Cc1c(-c2ccc(-c3ccccc3F)cc2)nc2ccc(F)cc2c1C(=O)O
 : 28	36	48	23	38	21	39	56	29
(56) CC(=O)c1cc(C(=O)N2c3ccccc3Sc3ccccc32)n2c(C)cccc12
 : 82	61	92	84	107	61	94	102	73
(57) O=C(CN1C(=O)/C(=C/c2ccc(Cl)cc2)SC1=S)NCCCN1CCOCC1
 : 114	83	95	111	102	102	102	117	93
(58) CNC(=O)Nc1ccccc1C(=O)NN
 : 111	94	106	99	117	112	103	100	103
(59) CCOC(=O)C1CSC(N)=N1 (stereo not given)
 : 115	86	99	100	118	100	103	96	99
(60) CCN(CC)CCOc1ccc(C(=C(C)c2ccc(OC)cc2)c2ccc(OCCN(CC)CC)cc2)cc1
 : -28*	-75*	35	-51*	3.4*	0.5*	-36*	19	-27*
(61) NC(=O)c1n[nH]n2c1nc(=O)c1sc(-c3ccccc3)cc12
 : 91	72	93	97	106	97	104	111	98

Among those listed so far, seven have an NH in an aromatic ring:
Every second line gives: HT29	UO-31	SN12C	786-0	HCC-2998	HCT-116	SW-620	TK-10	HCT-15
(2) CCC(=O)Nc1ncnc2nc[nH]c12
 : 103	98	99	102	104	101	102	98	97
(12) CCCSc1ccc2nc(NC(=O)OCC3(C)COC3)[nH]c2c1
 : 105	89	106	101	94	91	82	101	73
(30) COc1ccc(C2=Nc3c/c(=C\c4c(O)[nH]c5ccc(Cl)cc45)ccc3=N2)cc1
 : -14*	59	73	44	35	34	6.0*	82	22
(33) COc1cc(-c2cc(-c3nc4ccc(F)cc4[nH]3)[nH]n2)cc(OC)c1OC
 : 69	26	34	54	67	31	52	64	24
(43) COC(=O)c1ccc(=O)c2nc3/c(=C/O)c(O)cc(=O)c3[nH]c12
 : 29	5.3*	-5.8*	12	25	-19*	29	48	10
(48) Clc1ccc2cc(-c3nc4ccccc4[nH]3)c(Cl)nc2c1
 : 102	56	95	112	98	104	97	117	96
(61) NC(=O)c1n[nH]n2c1nc(=O)c1sc(-c3ccccc3)cc12
 : 91	72	93	97	106	97	104	111	98
